S3 lipid droplet – qHTS Assay for Lipid Storage Modulators in Drosophila S3 Cells; Drosophila S3 cells, BODIPY lipid droplet fluorescence, 18-24 h; cells fed with added oleic acid; lipid storage change, negative = inhibition, % at the top dose, mostly 46.1 µM; hits show Potency in µM; 320,000 compounds, 0.64% hits; AID 2685; active means well fitted inhibition curve with a large enough effect in the signal ratio, with a control signal flat, not every such curve was filed as active; inconclusive means small, poorly fitted or top-dose-only effect, or effect the other way, or a change in a side signal; the % refers to the signal ratio
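Drosophila S3 cells loaded with oleic acid (400 uM, as added) and compounds at several concentrations; lipid droplets imaged by 488-nm laser-scanning cytometry, 500–530 nm intensity and object ratio to cell channel. Percent activity normalized to 20 uM Triacsin C.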
S3 lipid droplet cell count max – second read-out of S3 lipid droplet, no call of its own (marks repeat the call); cell number change, %; measured here: cell count max response;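 cells counted by Cell Tracker Red CMTPX staining in the red channel; peak over a dose series mostly up to 46.1 µM; percent activity relative to internal control wells on each plate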
An asterisk follows results filed as active; i = inactive; u = inconclusive; x = no result given; [ ] = remark or other dose. On the % scale 0 is the no-effect control and ±100 the full control effect; potency means the concentration at half of the fitted maximal effect. This is a subset, so the mix of outcomes need not match the whole.

compound	S3 lipid droplet	S3 lipid droplet cell count max
Cc1cc(S(=O)(=O)NCC(C)C)ccc1OCC(=O)NCc1ccco1	6%	22
c1ccc(Cc2nc(-c3ccccn3)no2)cc1	u	x
CCOc1ccc(-c2nnn(CC(=O)NCc3ccc4c(c3)OCO4)n2)cc1	u	x
CCC1SC2=NCCN2C1(O)c1ccc(Cl)cc1 (stereo unspecified)	u	x
Cc1cc(C)n(Cc2ccc(C(=O)NN)o2)n1	-6%	13
CN(CC(=O)Nc1ccc(Cl)cc1)C(=O)c1ccc(-n2cncn2)c([N+](=O)[O-])c1	u	x
COc1cc(/C=C/C(=O)O)cc(S(=O)(=O)Nc2cccc(SC)c2)c1OC	u	x
O=[N+]([O-])c1ccc(O)c(CSc2nnnn2-c2ccccc2)c1	-30%	-5
CCOc1ccccc1N(C(=O)c1snc(C(N)=O)c1N)C(C(=O)NCC1CCCO1)c1ccc2ncccc2c1 (stereo unspecified)	u	x
CC(C)(C)OC(=O)N1Cc2ccccc2C[C@H]1C(=O)NCC(=O)NCC1CCCO1 (stereo partly specified)	u	x
COC(=O)CNc1nc(Cl)nc(NC2CCCCC2)n1	u	x
Fc1ccc(NC(=S)Nc2nccs2)cc1	u	x
CCC1C(=O)Nc2ccccc2N1C(=O)c1ccc(Cl)nc1 (stereo unspecified)	-1%	-7
O=C(NCCc1ccc2c(c1)OCCO2)c1ccccc1F	22%	x
CCOC(=O)Cn1c(-c2ccc(OC)cc2)c(-c2ccc(OC)cc2)nnc1=O	u	x
Clc1ccc(Nc2nc(C3CC3)cs2)cc1	u	x
CSc1ccccc1NC(=O)Nc1ccccc1Cl	0%	-2
COc1ccc(NC(=O)c2nc(C)c(C3(C)CC(c4ccccc4)=NO3)s2)cc1 (stereo unspecified)	-2%	0
COc1cccc(NC(=O)c2cnn(-c3ccccc3)c2C)c1	i	-22
COC(=O)c1ccc(C(=S)NCC2(N(C)C)CCCCC2)cc1	i	15
CN1CC(c2ccccn2)C2(SC(=S)N(Cc3ccccc3)C2=O)C12C(=O)Nc1ccccc12 (stereo unspecified)	u	x
Cc1ccc(CNc2nc(C)c(C(=O)N(C)C)s2)cc1	u	x
Cc1cc(C)c(C)c(S(=O)(=O)Nc2cccc(-n3cnnn3)c2)c1C	i	-18
CCc1nc(SCC(=O)Nc2nc3c(s2)CCCC3)c2ccccc2n1	-10%	x
Cc1cc(C)c2cc3c(N)c(C(=O)N4CCc5ccccc5C4)sc3nc2c1	u	x
O=C(NC1CCCCC1)c1cc(-c2cccc(Cl)c2)on1	u	x
CCOC(=O)N1CCN(C(=O)COC(=O)c2ccc([N+](=O)[O-])cc2Cl)CC1	u	x
CCOC(=O)c1sc(=NC(=O)c2ccc(F)cc2)n(C)c1C	u	x
N#Cc1nc(-c2ccccc2)oc1NCc1ccco1	u	x
Cc1ccc2c(c1)N(CC(=O)NCCCc1ccccc1)C(=O)c1cccnc1O2	-12%	-4
COC(=O)C1CN(C(=O)COc2cc(C)cc(C)c2)c2ccccc2O1 (stereo unspecified)	7%	0
CCC/S(CC1CC1(Cl)Cl)=N\S(=O)(=O)c1ccc(C)cc1 (stereo unspecified)	u	x
S=c1nc(COc2ccccc2)[nH]c2ccccc12	21%	1
Cc1[nH]nc2c1C(c1ccccc1F)NC2=O (stereo unspecified)	u	x
COCc1nnc(NC(=O)c2ccc(S(=O)(=O)N(C)C3CCCCC3)cc2)o1	i	10
O=C(CNC(=O)c1ccncc1)N/N=C/c1cc(Br)ccc1OCc1ccccc1	-15%	-4
Cc1cccc(NC(=O)CSCC(=O)N(CCC(C)C)c2c(N)n(Cc3ccccc3)c(=O)[nH]c2=O)c1	20%	-15
CSc1nncc(-c2ccc(F)cc2)n1	13%	-20
CCCCOc1ccc(-c2nnn(C(C)(C)C(=O)OC)n2)cc1	16%	x
COc1ccc(C2=NS(=O)(=O)N(C)C(C(=O)Nc3cc(OC)c(OC)c(OC)c3)=C2)cc1	u	x
CCOc1ccccc1C1N(c2ccc(F)cc2)C(=O)C2CCCN21 (stereo unspecified)	i	x
COc1ccc(CCNc2cc(N3CCN(C(=O)c4ccccc4F)CC3)ccc2[N+](=O)[O-])cc1OC	u	x
CCc1ccc(N(C(C)=O)c2nc(CCl)cs2)cc1	-10%[9.22 µM]	-12
O=C(CN1CCN(c2cccc(C(F)(F)F)c2)CC1)NCc1ccccc1	u	x
CCOC(=O)C1=C(COC(=O)CNC(=O)c2ccc(C(C)(C)C)cc2)NC(=O)NC1C (stereo unspecified)	u	x
COc1ccccc1N1CCN(c2ccc3cc(S(=O)(=O)N4CCCCC4)ccc3n2)CC1	u	x
Nc1c(-c2ccccn2)cnn1-c1nc(-c2ccc(F)cc2)cs1	9%	1
COc1ccc(OC)c(S(=O)(=O)N2CCC(C(=O)N3CCc4ccccc4C3)CC2)c1	19%	-5
CC(C)(C)c1ccc(C(=O)Nc2cccc(C(=O)N3CCOCC3)c2)cc1	u	x
Nc1ccc2oc3ccccc3c2c1	8%	16

Next section.
compound	S3 lipid droplet	S3 lipid droplet cell count max
CC1CCCCC12NC(=O)N(CC(=O)c1ccc[nH]1)C2=O (stereo unspecified)	u	x
CCOC(=O)c1[nH]c2ccc(OC)cc2c1NC(=S)N1CCN(c2ccccc2)CC1	-14%	-21
O=c1[nH]c(Cc2ccc(F)cc2)nc2scc(-c3ccc(F)cc3)c12	-1%	-15
O=C(/C=C/c1ccccc1)NC(=S)N1CCSCC1	0%	2
O=C(Cn1cnc2c(oc3ccccc32)c1=O)NCc1ccco1	u	x
CC(OC(=O)c1cccc(-n2cnnn2)c1)C(=O)N(C)c1ccccc1 (stereo unspecified)	u	x
CCOC(=O)Cn1c(=NC(=O)c2cc(-c3cccs3)nc3ccccc23)sc2cc(S(N)(=O)=O)ccc21	u	x
Cc1ccc2cc(C3CC(c4ccco4)=NN3C(=O)CCCC(=O)O)c(Cl)nc2c1 (stereo unspecified)	-6%	11
CC(=O)Nc1nnc(Cc2ccccc2)s1	u	x
O=C(N/N=C/c1cccnc1)c1sc2ccccc2c1Cl	13%	-1
COc1ccc(OC)c(NC(=S)NC(=O)c2ccc(Br)o2)c1	-8%	12
Cc1nnc(SCCn2c(N3CCN(C)CC3)nc3c2c(=O)n(C)c(=O)n3C)s1	u	x
N=C1C(c2nc3ccccc3s2)=C(O)CN1CCCO	u	x
CCCCN1C(=O)N(c2nnc(C(C)(C)C)s2)C(O)C1c1ccc(C)cc1 (stereo unspecified)	8%	2
COc1ccc(S(=O)(=O)NNC(=S)NCCc2ccccc2)c(OC)c1	-4%	x
CCOC(=O)/C(C#N)=C/c1cc2ccccc2nc1Cl	2%	8
CC1CCc2c(sc(NC(=O)COC(=O)c3ccccc3NCc3ccco3)c2C#N)C1 (stereo unspecified)	i	19
O=C(CCC1CCCC1)N1CCN(C2CCCC2)CC1	u	x
COc1cccc(CN2CCN(Cc3c(C)nn(C(C)C)c3C)CC2CCO)c1 (stereo unspecified)	-8%	4
Cc1cc(OCc2nn[nH]n2)c2c(-c3ccccc3)cc(=O)oc2c1	u	x
Cc1ccc(N/N=C(\C#N)C(=N)N2CCCCCC2)cc1	2%	9
Cc1ccc(NC(=O)CN2CCCCC2)c2c1CC(C)(C)O2	-2%	0
O=C1CC(NS(=O)(=O)c2ccc([N+](=O)[O-])cc2)CN1c1cccc(F)c1 (stereo unspecified)	u	x
Cc1ccc(OCCC(=O)OCC(=O)NC(=O)NCc2ccccc2)cc1	u	x
Cc1cc(NC(=O)COC(=O)c2ccco2)no1	u	x
Cc1nnc(SCC(=O)NCC2CCCCC2)n(N)c1=O	u	x
CCOc1c(Cl)cc(/C=N/O)cc1OC	u	x
C/C(CC(=O)N(C(C)C)C(C)C)=N\NC(=O)COc1ccc(Br)cc1Br	21%	x
CC1(C)Cc2nc(N)c(=O)sc2C1	u	x
O=C(CCCOc1ccc(Cl)cc1)N1CCCCC1	i	-7
O=C(O)c1ccccc1/C=N/N1CCN(C2c3ccccc3-c3ccccc32)CC1	-5%	-1
C=CCN1CC(=O)N2C(C)c3[nH]c4ccccc4c3C[C@H]2C1=O (stereo partly specified)	8%	1
O=C(N/N=C/c1ccc(O)cc1O)NC12CC3CC(CC(C3)C1)C2	u	x
O=C1CC(NC(=O)C(F)(F)F)c2cc3c(cc21)OCO3 (stereo unspecified)	u	x
O=[N+]([O-])c1ccc2nc(NS(=O)(=O)c3ccccc3[N+](=O)[O-])sc2c1	u	x
O=C(c1cccc2ccccc12)N1CCN(c2ccc([N+](=O)[O-])c(N3CCOCC3)c2)CC1	-6%	-13
Cc1ccccc1Cn1cc(NC(=O)CCCn2nc([N+](=O)[O-])cc2C)cn1	u	x
COc1cccc(CN2CCNC(=O)C2CC(=O)N(C)CCc2ccccn2)c1OC (stereo unspecified)	-7%	2
CCOC(=O)C1CCN(C(=O)C23CC4CC(CC(C4)C2)C3)CC1	i	30
O=C(CCNc1n[nH]c(=O)[nH]c1=O)N1CCCCC1	-9%	-15
C=C(c1ccccc1)c1ccc(N(C)C)cc1	-4%	1
COC(=O)Cn1cnc2scc(-c3ccc(C)cc3)c2c1=O	-1%	-19
CC(NC(=O)c1cc(-c2cccs2)on1)c1ccccc1 (stereo unspecified)	-8%	1
CC[C@@]12C(=O)N(c3cccc(Br)c3)C(=O)N1[C@H](c1ccc(Br)cc1)[C@@H]1C(=O)N(C(C)(C)C)C(=O)[C@@H]12	21%	-11
CCc1ccccc1NC(=S)Nc1cc(OC)c(NC(=O)C(C)C)cc1OC	10%	-3
CCOc1ccc(NC(=O)c2sc3nc(N4CCOCC4)c4c(c3c2N)CC(C)(C)OC4)cc1	i	-15
CC1CCCC(NC(=O)c2ccc3snnc3c2)C1C (stereo unspecified)	i	x
CC(=O)c1ccc(S(=O)(=O)N2CCN(C(=O)CSc3ccc(C)c(C)c3)CC2)cc1	u	x
CC1(C)Cc2nc(Cl)c(C#N)cc2CO1	-2%	-16
O=C(CN1CCN(Cc2ccccc2Cl)C1=O)NCc1ccco1	9%	-6

Whole records, looked up by structure:
`O=C(CNC(=O)c1ccncc1)N/N=C/c1cc(Br)ccc1OCc1ccccc1` is entered as S3 lipid droplet = -15%; S3 lipid droplet cell count max = -4
`Cc1cc(NC(=O)COC(=O)c2ccco2)no1` is entered as S3 lipid droplet = u; S3 lipid droplet cell count max = x

Grouped by structure, the compounds so far containing a tert-butyl group.
compound	S3 lipid droplet	S3 lipid droplet cell count max
CC(C)(C)OC(=O)N1Cc2ccccc2C[C@H]1C(=O)NCC(=O)NCC1CCCO1 (stereo partly specified)	u	x
CCOC(=O)C1=C(COC(=O)CNC(=O)c2ccc(C(C)(C)C)cc2)NC(=O)NC1C (stereo unspecified)	u	x
CC(C)(C)c1ccc(C(=O)Nc2cccc(C(=O)N3CCOCC3)c2)cc1	u	x
CCCCN1C(=O)N(c2nnc(C(C)(C)C)s2)C(O)C1c1ccc(C)cc1 (stereo unspecified)	8%	2
CC[C@@]12C(=O)N(c3cccc(Br)c3)C(=O)N1[C@H](c1ccc(Br)cc1)[C@@H]1C(=O)N(C(C)(C)C)C(=O)[C@@H]12	21%	-11

(list continues)
compound	S3 lipid droplet	S3 lipid droplet cell count max
N#Cc1c(-c2ccco2)ccn(Cc2ccc(F)cc2)c1=O	u	x
CN(C)C(=O)c1ccc(N/C=C(\C=O)c2nc3ccccc3o2)cc1	13%	18
COc1ccc(/C=C2\SC(=S)N(N3CCOCC3)C2=O)c(OC)c1	18%	7
O=C(CN1C(=O)S/C(=C/c2cccnc2)C1=O)N1CCOCC1	-17%	19
COc1ccc(N2CCN(C(=O)C(=O)c3c(C)n(C)c4ccccc34)CC2)cc1	u	x
O=C(NN(C(=O)C1CC1)c1nc2ccccc2s1)C1CC1	0%	4
CCc1nnc(N2C(=N)SCC2=O)s1	6%	1
CCCc1nc2ccccc2c(=O)n1NC(=O)c1c(O)c2cccc3c2n(c1=O)CCC3	i	-13
C=CCn1c(C)cc(C)c(C#N)c1=O	i	2
O=C(c1ccccc1)N1CCN(S(=O)(=O)c2ccc(Cl)c(C(F)(F)F)c2)CC1	10%	16
Cc1ccc(S(=O)(=O)N2CCN(C(=O)Cc3ccc(S(=O)(=O)N4CCOCC4)s3)CC2)cc1	u	x
CCOc1ccc(NC(=O)C2CCCN(C)C2)cc1 (stereo unspecified)	-2%	9
O=C(NCc1cccc(Cl)c1)c1ccc2c(c1)OCCO2	u	x
CN(CC(=O)Nc1ccc(Cl)c(C(F)(F)F)c1)C(=O)c1cccc2cccnc12	u	x
O=C(c1cnn2c(C(F)(F)F)cc(-c3cccs3)nc12)N1CCOCC1	12%	0
C[n+]1cccc(O)c1SCc1ccccc1	u	x
Cc1ccc(NC(=O)c2cccc(Oc3ccc([N+](=O)[O-])cc3)c2)c(C(=O)O)c1	u	x
O=C(c1ccc(Br)s1)N1CCN(C/C=C/c2ccccc2)CC1	u	x
O=[N+]([O-])c1ccc(Oc2cc(NC3CCCCCCC3)c([N+](=O)[O-])cc2[N+](=O)[O-])cc1	u	x
CCc1cccc2sc(NC(=O)C3CC3)nc12	1%	-10
O=C(c1ccccc1)c1cnc[nH]1	u	x

Screens (PubChem BioAssay)
